SKN-1 block = C. elegans SKN-1 inhibition. C. elegans VP596 Pgst-4::GFP/RFP ratio, acrylamide-induced, 24 h. inhibition, % at 21.8 µM. 360,000 compounds, 0.49% hits. AID 624304;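 active means interference check ratio from 0.5 to 1.5 plus GFP to RFP signal ratio inhibition reaching or exceeding a fixed threshold, cut at about 30% in these data, passing the limit was not always enough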; further: some compounds called inactive have numbers as strong as hits
MT1-MMP act inh = MT1-MMP (human) activation inhibition. P50281. HT1080 RFP-PRO-GFP cells, GFP/RFP ratio fluorescence, overnight; percent of plate control window, DMSO zero. GFP/RFP ratio change, % at 20 µM. 360,000 compounds, 0.061% hits. AID 651647;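 active means GFP/RFP ratio change of at least 30% with cell ATP level not reduced by more than half and red fluorescence within 50% of control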; further: strong numbers were not always called active
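Assay system: HT1080 cells carrying an RFP-PRO-GFP reporter | Dosing: Single dose of 20 µM compound, 1% DMSO final | Incubation: Cells overnight before dosing, compound overnight, 37 °C, 5% CO2 | Evaluation: GFP/RFP fluorescence ratio | Control set: DMSO and RFP-L50D-GFP cell wells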
DNMT1 block = inhibitors of human DNMT1. P26358. DNMT1 molecular beacon, Hinp1I cleavage, fluorescence. inhibition (reported as % activation of signal), % at 10 µM. 360,000 compounds, 0.83% hits; in the data active means inhibition above about 50%
SUMO1 PPI mod = SUMO1-SIM interaction modulation; P63165; SUMO1 binding to a labelled peptide, TR-FRET, 1 h; inhibition, % at 20 µM; 360,000 compounds, 0.33% hits; in the data active means inhibition above about 37%
NRP1-CendR mod = alters CendR peptide binding to human NRP-1; O14786; FAM-RPARPAR peptide binding to NRP-1, fluorescence polarization; inhibition, % at 25 µM; 360,000 compounds, 0.85% hits;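 active means inhibition or corrected inhibition above about 18%, plus a signal ratio from 0.5 to 1.5, limit read from the data, passing the limit was not always enough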; further: strong numbers were not always called active
LMPTP block = LMPTP (human) inhibition; P24666; recombinant LMPTP-A, OMFP fluorogenic substrate, fluorescence intensity; inhibition, % at 20 µM; 360,000 compounds, 0.22% hits;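 active means compounds that cut the enzyme signal by at least half of the control window in the single-dose screen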;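 further: plate controls were DMSO wells with enzyme plus substrate for no effect and substrate without enzyme for full effect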
Target sequence (P24666 whole entry, looked up): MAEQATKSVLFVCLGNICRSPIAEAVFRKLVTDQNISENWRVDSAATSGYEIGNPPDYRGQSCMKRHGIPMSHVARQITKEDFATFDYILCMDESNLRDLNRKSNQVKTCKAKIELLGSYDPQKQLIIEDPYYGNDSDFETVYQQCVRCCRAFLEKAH
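Buffer or medium: Bis-Tris pH 6.0, DTT, detergent; Assay system: LMPTP-A enzyme; Quantity: 0.625 nM enzyme; Detection: endpoint fluorescence intensity; Times: 50 min dark incubation at room temperature; Controls: substrate-only low control, DMSO enzyme-plus-substrate high control; Doses: single 20 µM dose; Read-out: percent inhibition versus substrate-only and uninhibited controls; Reagent: 400 µM OMFP.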
Scp-1 inhibitor = Scp-1 (human) phosphatase inhibition; inhibition, % at 20 µM; AID 493091; Recombinant Scp1, phosphopeptide, malachite green phosphate absorbance; 340,000 compounds, 0.88% hits;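 active means inhibition above about 50% at 20 µM, limit read from the data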;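 further: plate controls were DMSO wells with enzyme for no effect and wells lacking enzyme for full effect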
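System: SCP-1 catalytic domain; Reagent: Phospho 17-mer peptide substrate; Doses: one concentration, 20 µM, with 1.0% DMSO; Incubation: 45 min room-temperature reaction, 5 min colour, 30 min stabiliser; Signal: Phosphate-binding colour reagent, absorbance read at 630 nm.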
NadD block = NadD (S. aureus) enzyme inhibition. purified NadD enzyme, colorimetric absorbance read-out. inhibition, % at 20 µM. 360,000 compounds, 0.78% hits; in the data active means inhibition above about 26%; further: some compounds past the cut are filed as inactive
STEP inh = STEP (human) phosphatase inhibition; P54829; recombinant STEP, OMFP fluorogenic substrate, fluorescence; inhibition, % at 20 µM; 360,000 compounds, 0.25% hits;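 active means inhibition at 20 µM, scaled per plate between control wells, above about 37%, limit read from the data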;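 further: 0% = DMSO with enzyme and substrate and 100% = substrate only without enzyme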
Target sequence (P54829 whole entry, looked up): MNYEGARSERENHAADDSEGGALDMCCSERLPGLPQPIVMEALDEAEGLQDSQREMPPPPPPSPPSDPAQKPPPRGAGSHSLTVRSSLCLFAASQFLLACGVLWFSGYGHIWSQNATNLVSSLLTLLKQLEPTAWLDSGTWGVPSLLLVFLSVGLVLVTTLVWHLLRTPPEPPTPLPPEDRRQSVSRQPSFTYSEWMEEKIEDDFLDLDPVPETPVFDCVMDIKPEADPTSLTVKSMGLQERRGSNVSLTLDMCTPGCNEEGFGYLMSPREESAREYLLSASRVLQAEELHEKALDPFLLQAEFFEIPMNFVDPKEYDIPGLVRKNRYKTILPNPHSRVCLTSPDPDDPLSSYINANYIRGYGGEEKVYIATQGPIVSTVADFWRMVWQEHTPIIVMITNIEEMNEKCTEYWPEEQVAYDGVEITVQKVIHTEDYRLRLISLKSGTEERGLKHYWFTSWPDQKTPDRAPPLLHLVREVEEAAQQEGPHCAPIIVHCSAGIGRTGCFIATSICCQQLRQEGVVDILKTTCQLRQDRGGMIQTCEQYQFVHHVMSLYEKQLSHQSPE
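System: STEP phosphatase, cell-free reaction; Buffer or medium: Bis-Tris pH 6.0 buffer with DTT, detergent; Incubation: 20 min at room temperature, dark; Measured by: fluorescence, 480/540 nm.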
Rpn11 inh = Rpn11 (human) deubiquitinase inhibition; human 26S proteasome, Ub4-pepOG fluorescence polarization; 20S core pre-blocked with epoxomicin; O00487; AID 588493; calls only at 20 µM; 360,000 compounds, 0.59% hits;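 active means inhibition at 20 µM, scaled to each plate's controls, above about 33%, limit read from the data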
Target sequence (O00487 whole entry, looked up): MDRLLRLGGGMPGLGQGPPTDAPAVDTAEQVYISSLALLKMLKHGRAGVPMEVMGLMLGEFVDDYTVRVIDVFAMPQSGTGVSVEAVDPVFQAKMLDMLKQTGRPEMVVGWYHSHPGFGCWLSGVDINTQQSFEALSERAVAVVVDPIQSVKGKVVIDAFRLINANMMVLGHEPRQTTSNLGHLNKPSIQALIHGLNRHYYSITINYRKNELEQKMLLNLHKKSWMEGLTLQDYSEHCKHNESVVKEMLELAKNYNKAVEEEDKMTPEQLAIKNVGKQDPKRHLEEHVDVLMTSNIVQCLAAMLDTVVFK
* hit, by the source's call; i = inactive; · = not tested or not shown.

SMILES	SKN-1 block	MT1-MMP act inh	DNMT1 block	SUMO1 PPI mod	NRP1-CendR mod	LMPTP block	Scp-1 inhibitor	NadD block	STEP inh	Rpn11 inh
Cn1c(CSCc2ccccc2Cl)nnc1SCC(=O)Nc1nccs1	14.1	-4.6	2.2	1.2	-4.2	-0.6	-4.8	-5.7	-2.2	i
NC(=O)c1c(NC(=O)Cc2cccs2)sc2c1CCC2	-1.9	-3.4	13.5	6.9	-7.5	1.7	-5.6	1.4	-14.3	i
O=C(Nc1ccnc(-c2ccncc2)n1)c1ccccc1Cl	-10.0	1.7	-3.1	0.3	-1.0	0.9	-10.6	2.8	1.6	i
COc1ccc(NS(=O)(=O)c2ccc3oc(SC)nc3c2)cc1	-8.2	-1.0	-1.4	-0.3	4.9	0.8	-10.2	-8.7	5.3	i
CCOC(=O)C1CCN(C(=O)CCS(=O)(=O)c2ccc3c(c2)CCN3C(C)=O)CC1	14.7	0.3	8.5	9.5	-1.4	-1.3	1.9	-1.0	-5.0	i
CCn1cc(CNC(=O)CCc2ccc(OC)cc2)cn1	-4.2	2.6	2.3	-0.7	8.6	-2.8	4.1	-5.5	0.9	i
COC(=O)C1=C(C)NC2=C(C(=O)C(C(=O)OC)C(c3ccc(OC)cc3)C2)C1c1ccccn1 (stereo not given)	30.6	1.5	-0.1	-6.7	-1.7	0.5	0.2	4.1	0.5	i
CC1(C)CC(N(Cc2ccco2)C(=O)Cc2ccccc2)CCO1 (stereo not given)	3.7	0.0	2.8	-4.2	-0.4	-0.2	2.6	-6.8	1.2	i
CC(OC(=O)c1cc(Cl)ccc1[N+](=O)[O-])C(=O)NC(C)c1ccc(F)cc1 (stereo not given)	5.6	4.4	-1.0	-14.8	-5.1	-0.5	-4.6	-2.6	0.6	i
CCNC(=S)N1N=C2c3ccccc3CCC2C1c1ccc(F)cc1 (stereo not given)	-7.5	0.6	0.0	-3.0	-0.3	-0.8	-14.2	-0.9	-0.5	i
CC(=O)Nc1nonc1-c1nc2ccccc2n1N(C(C)=O)C(C)=O	5.4	-7.4	9.0	5.6	-21.8	0.2	4.9	14.6	2.2	i
Cc1ncc(C)c2c([N+](=O)[O-])cccc12	15.1	-2.0	1.8	-14.1	-14.3	-1.2	·	-0.7	1.7	i
O=S(=O)(Nc1ccccc1)c1cccc2nsnc12	18.6	3.6	43.7	-14.2	17.1	58.5*	77.7*	-1.3	84.4*	i
CC(C)(C)NC(=O)C1(C)CCC(=O)N1CCCn1ccnc1 (stereo not given)	7.0	0.6	0.4	3.8	-2.4	-0.2	·	-3.6	0.5	i
COC(C(=O)Nc1ccnn1C1CCN(Cc2ccc(Cl)s2)CC1)c1ccccc1 (stereo not given)	12.5	-3.0	-2.5	1.8	14.7	0.3	-5.5	4.6	-2.4	i
O=c1c(-c2ccco2)nc2ccccc2n1C(c1ccccn1)c1nc2ccccc2[nH]1 (stereo not given)	10.7	1.7	·	-14.8	-10.3	3.5	·	·	·	·
CC(C)(C)C(=O)NC(=S)NNC(=O)c1ccncc1	4.8	1.7	-0.7	2.7	13.2	-2.6	-10.4	2.6	-2.7	i
COc1cc([N+](=O)[O-])ccc1NC(=O)CN1CCOCC1	-14.3	-1.0	-1.5	-25.6	8.9	-0.4	3.1	-6.0	-0.3	i
CCOc1ccc(CN(C(=O)c2ccco2)C2CCS(=O)(=O)C2)cc1 (stereo not given)	-7.1	-1.7	0.3	-0.7	-11.2	-2.2	5.6	0.1	5.5	i
O/N=C/c1cccnc1Sc1ccccc1	-2.3	0.4	3.5	-4.8	3.9	0.3	2.7	-3.8	-1.1	i
Cc1ccc(OCC(O)CN2CCN(c3ccccc3)CC2)cc1 (stereo not given)	-18.2	-3.3	0.4	-0.7	0.6	-0.2	-10.9	-4.6	0.2	i
CCOC(=O)N1CCN(C(=O)COc2cc(=O)n(C)c3ccccc23)CC1	2.2	7.1	-9.7	6.3	-2.5	-1.8	7.1	2.0	-0.4	i
O=C(Nc1ccc(Cl)cc1)P(=O)(O)c1ccccc1	7.6	1.8	2.6	1.8	-3.7	-1.6	16.0	1.1	-0.2	i
CCOC(=O)c1cnc(-c2ccccc2)nc1Oc1ccc(C)cc1	14.8	-2.4	5.0	0.0	-0.2	2.0	-4.2	-0.9	10.1	i
CN(C)S(=O)(=O)c1ccc(Cl)c(C(=O)NCCNC(=O)c2cc(S(=O)(=O)N(C)C)ccc2Cl)c1	14.0	-0.5	1.9	0.9	-1.3	-7.6	-4.2	-5.0	-3.2	i
Next results follow.
SMILES	SKN-1 block	MT1-MMP act inh	DNMT1 block	SUMO1 PPI mod	NRP1-CendR mod	LMPTP block	Scp-1 inhibitor	NadD block	STEP inh	Rpn11 inh
CC(=O)Nc1ccc(C(=O)NNC(=O)C2CC2)cc1	-18.5	-1.2	2.8	-1.9	7.8	0.1	-4.7	-1.4	6.9	i
CC(C)(C)c1ccc(NC(=O)COC(=O)c2ccc([N+](=O)[O-])s2)cc1	25.0	1.3	1.3	21.8	-5.6	4.7	-5.2	-0.2	-2.0	i
CC(=O)c1cccc(-c2cnc3c(NC=O)cc(-c4ccccc4)cn23)c1	21.7	3.8	-16.9	-5.0	-18.0	1.6	·	4.6	-0.5	i
COc1cccc(Nc2nc(N)nc(-c3oc4ccccc4c3C)n2)c1	3.1	-7.3	-21.7	5.7	0.3	3.4	0.6	5.7	-1.1	i
Cc1[nH]c2ccccc2c1N=Nc1ccccc1F	32.9	-0.2	-41.1	-4.8	-0.6	4.1	-1.9	-6.2	1.6	i
COc1ccc2[nH]c(=O)c(CN(C(=O)c3ccncc3)C(C)C)cc2c1	0.5	3.2	-1.8	-1.5	-10.8	-1.0	-12.7	-0.8	-2.6	i
CCc1nnc(NS(=O)(=O)c2ccc(NC(=O)COc3ccc4ccccc4c3)cc2)s1	-3.9	-2.5	-0.3	0.4	15.2	1.4	-4.5	-3.2	-0.6	i
O=C1CC(c2cccc(Cl)c2)CC(O)=C1C=NC1CCCC1 (stereo not given)	6.0	5.5	4.5	1.2	0.4	-0.6	-9.3	-4.2	0.4	i
Cc1ccc(S(=O)(=O)NNC(=O)c2cccs2)c(C)c1	11.1	-3.8	3.7	-2.5	6.8	-1.0	-4.1	-0.3	0.9	i
COc1ccccc1CN1CC(C(=O)NCCc2cn[nH]c2)CCC1=O (stereo not given)	11.8	-2.4	1.6	-7.3	1.9	-1.4	-8.3	2.8	-1.0	i
Cc1sc2ncn(-c3ccccc3)c(=O)c2c1C	0.9	1.7	3.0	0.9	-6.2	-1.8	-9.3	-7.5	2.2	i
COc1ccccc1C(=O)OCC(=O)NC(=O)NC1CCCC1	10.0	-1.5	0.3	3.2	2.3	-0.5	-7.6	-0.4	-1.3	i
Cc1cc(C)c[n+](-c2[nH]c(=O)sc2/C=N/N=C(\[O-])c2cccnc2)c1	-23.0	1.7	3.5	-13.2	9.1	-0.7	5.8	-1.8	-0.7	i
Cc1ccc(C)c(N2C(=O)CC(Cc3ccccc3)C2=O)c1 (stereo not given)	-1.1	-3.7	1.5	0.3	4.6	-2.2	-5.7	-8.0	-1.3	i
Cc1ccc(S(=O)(=O)/C(C#N)=C/c2c(N3CCOCC3)nc3ccccn3c2=O)cc1	-8.2	-8.7	3.8	-12.6	-11.0	-0.3	-7.3	0.7	2.6	i
CC1CCCC(NC(=O)COC(=O)COc2ccc(Cl)cc2)C1C (stereo not given)	10.6	-2.5	-2.3	23.7	2.5	-0.6	2.7	-3.9	0.1	i
O=C1CN(C(=O)CSc2nc(-c3ccccc3)cs2)c2ccccc2N1	8.5	1.1	-0.9	1.1	-0.2	-1.7	-12.9	-5.3	3.0	i
COc1ccccc1Oc1ccc(N2CC(C(=O)OCC(=O)c3ccccc3)CC2=O)cc1 (stereo not given)	9.4	-2.1	-3.9	4.7	-4.1	2.9	-14.8	-4.3	1.3	i
COc1ccc(OC)c(NC(=O)CCC(=O)Nc2nnc(C(F)(F)F)s2)c1	9.0	-4.2	-8.7	-0.9	7.5	0.8	-7.7	1.5	-3.2	i
COCCC(=O)N1CCCC(C(=O)c2ccc(C(F)(F)F)cc2)C1 (stereo not given)	6.5	-2.2	7.5	0.4	-0.6	-0.1	-7.7	-2.9	-0.9	i
CC(NC(=O)COc1ccc(Br)cc1)C(=O)O (stereo not given)	0.5	0.9	1.7	0.9	4.7	-0.8	0.2	3.4	2.3	i
Cc1ccc(F)c(S(=O)(=O)NC(=O)C2(C)CCN2C(=O)COc2ccc(Cl)cc2)c1 (stereo not given)	11.7	0.2	-2.5	1.0	0.1	-1.5	·	-2.7	-2.7	i
CN(C)c1ccncc1C(=O)Nc1ccc(F)cc1F	-1.6	8.5	1.4	-4.0	2.2	0.4	-2.6	-4.3	-1.6	i
Cc1ccc(S(=O)(=O)NCC(=O)OCC(=O)c2cccs2)cc1	8.3	-0.8	2.1	30.3	5.6	-0.1	-2.2	5.1	-3.5	i
CC(=O)NCCC(=O)Nc1nc(-c2ccc3ccccc3c2)cs1	15.3	-4.2	-0.8	-12.6	-0.2	0.1	-2.3	0.2	-0.8	i
COc1cccc(OC)c1C(=O)NC(=S)Nc1ccc2oc(=O)ccc2c1	13.4	-1.8	-1.2	0.3	-0.1	-0.9	-8.7	-4.3	2.3	i
COc1ccc2[nH]c3c(c2c1)CCN1C(=O)N([C@@H](C)C(=O)NCCc2ccc(F)cc2)C(=O)[C@]31C	-13.6	3.8	-9.9	6.5	0.9	-0.7	4.1	-2.9	-1.4	i
FC(F)(F)c1cc(-c2ccccc2)nc(NCc2cccs2)n1	3.2	-5.4	2.3	0.2	-1.2	2.9	-9.8	-5.7	-0.7	i

A different layout for four compounds above:
Cc1[nH]c2ccccc2c1N=Nc1ccccc1F
  SKN-1 block: 32.9; MT1-MMP act inh: -0.2; DNMT1 block: -41.1; SUMO1 PPI mod: -4.8; NRP1-CendR mod: -0.6; LMPTP block: 4.1; Scp-1 inhibitor: -1.9; NadD block: -6.2; STEP inh: 1.6; Rpn11 inh: i
COc1ccc2[nH]c(=O)c(CN(C(=O)c3ccncc3)C(C)C)cc2c1
  SKN-1 block: 0.5; MT1-MMP act inh: 3.2; DNMT1 block: -1.8; SUMO1 PPI mod: -1.5; NRP1-CendR mod: -10.8; LMPTP block: -1.0; Scp-1 inhibitor: -12.7; NadD block: -0.8; STEP inh: -2.6; Rpn11 inh: i
CCc1nnc(NS(=O)(=O)c2ccc(NC(=O)COc3ccc4ccccc4c3)cc2)s1
  SKN-1 block: -3.9; MT1-MMP act inh: -2.5; DNMT1 block: -0.3; SUMO1 PPI mod: 0.4; NRP1-CendR mod: 15.2; LMPTP block: 1.4; Scp-1 inhibitor: -4.5; NadD block: -3.2; STEP inh: -0.6; Rpn11 inh: i
O=C1CC(c2cccc(Cl)c2)CC(O)=C1C=NC1CCCC1 (stereo not given)
  SKN-1 block: 6.0; MT1-MMP act inh: 5.5; DNMT1 block: 4.5; SUMO1 PPI mod: 1.2; NRP1-CendR mod: 0.4; LMPTP block: -0.6; Scp-1 inhibitor: -9.3; NadD block: -4.2; STEP inh: 0.4; Rpn11 inh: i

Compound activity from PubChem.
